Screening results: PubChem BioAssay, National Center for Advancing Translational Sciences (NCATS)
Pf Dd2 growth = qHTS Primary assay for Inhibitors of Plasmodium falciparum Dd2 growth in vitro. P. falciparum Dd2 growth, SYBR Green, 72 h. Potency, µM (highest dose often 28.9 µM), for the others: top-dose activity, negative = inhibition, hits mostly inhibitors. 120,000 tested, 4.3% active. AID 1347417, 2020; active means well fitted inhibition curve with a large enough effect; inconclusive means small, poorly fitted or top-dose-only effect; inactive means no such curve, though single readings can be large or run the other way;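 further: plate controls were DMSO vehicle for no effect and reference drug for full effect; nearly all actives have a fitted effect of over 65% in size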
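Infected erythrocytes (Dd2, 0.3% parasitemia, 2.5% hematocrit final) are added to compound in RPMI-1640/Albumax II medium, grown 72 h at 37C in low oxygen, then lysed with saponin/Triton-X containing SYBR Green and read by fluorescence.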
Active calls of the source: *; i = inactive; ? = inconclusive; [ ] = dose if it differs, or a comment. Potency means the concentration at half of the fitted maximal effect.

SMILES	Pf Dd2 growth
CCCn1c(C)c(CC(=O)NCc2cccnc2)c2c1CC(C)(C)CC2=O	i
O=C(NC1CC1)c1ccc(Cn2c(SCc3cccc(F)c3)nc3cccnc32)cc1	?
O=C(O)CCn1ncc2cc(OCC3CCN(C(=O)Cc4ccccc4)CC3)ccc21	i
Cn1nc(-c2ccccc2F)c2cc(C(=O)NCc3cccc(Cl)c3)sc21	-8%
CCOc1ccc(C(=O)N2C[C@@H](CO)[C@H](c3ccncc3)C2)cc1	20%
Cc1cccc(N2CCN(S(=O)(=O)c3cn(C)c(C)n3)CC2)c1C	33%[activator]
CCOc1ccc(CCNC(=O)c2ccc3nc(N4CCC(C)CC4)sc3c2)cc1OCC	-21%
CN1CCN(C(=O)CC2CCCN(c3cnn(C)c(=O)c3)C2)CC1 (stereo not drawn)	48%[activator]
O=C(c1cnccn1)N1CCC2(CC1)CC(N(Cc1ccccc1)C1CC1)CCO2 (stereo not drawn)	?
COc1ccccc1C(=O)Nc1ccc(NC(=O)c2cccs2)cc1	7%
COc1ccc2c(c1)CN(C(=O)c1ccc(C(F)(F)F)cc1)CC[C@H]1COC(=O)N21	-24%[44.1 µM]
CC(=O)Nc1ccc(NC(=O)CC(C)n2ccc(C)n2)cc1 (stereo not drawn)	-10%
COc1ccc(OCc2nc(C)c(CCO)c(=O)n2CC(=O)Nc2cccc(C)c2C)cc1	2%
O=C(CSc1nc2c([nH]c3ccccc32)c(=O)n1-c1ccccc1)Nc1ccc2c(c1)OCCO2	?
CCOc1ccc(C2=NC(c3ccc(OC)cc3)=Nc3ccc(Cl)cc3N2)cc1	?
Cc1cc(S(=O)(=O)NCC(c2ccc(N(C)C)cc2)N2CCOCC2)ccc1F (stereo not drawn)	-27%
CCc1ccccc1S(=O)(=O)N1C[C@@H]2C(=O)N(C(CC)c3cccs3)C(=O)[C@@H]2C1 (stereo partly drawn)	?
CCOc1ccccc1CNC(=O)c1cccn1-c1nnc(N2CCCC2)s1	-13%
O=C(C[C@@H]1CCNC[C@@H]1Cc1cc(CN2CCOCC2)on1)N1CCC(Cc2ccccc2)CC1	-11%
COCCCn1c(C)cc(C(=O)N2CCC(CCOc3ccccc3)C2)c1C (stereo not drawn)	?
O=C(CCc1nc(C2CCCN2C(=O)C2CC2)no1)NCCC1=CCCCC1 (stereo not drawn)	i
CN1CCC(CNc2ncc(C(C)(C)C(=O)O)c(N3CCOCC3)n2)CC1	15%
O=C(NCCN1CCc2ccccc2C1)c1cccc2c1CCN2C(=O)C1CC1	?
O=C(C1CCCC1)N1CC2(CCN(CC3CC3)C2)Cc2ccccc21 (stereo not drawn)	8.9µM*
COc1cccc(N2CC(C(=O)NCC(F)(F)F)NC2=O)c1 (stereo not drawn)	3%[44.1 µM]
CCC(=O)N1CCC(Oc2ccc(C(=O)N3CCCCC3)cn2)C1 (stereo not drawn)	5%
CCCCC1CCC(C(=O)NCC2CCN(c3cnn(C)c(=O)c3)C2)CC1 (stereo not drawn)	-20%
COC(=O)c1ccc(NS(=O)(=O)c2ccc3[nH]c4c(c3c2)CCCC4)cc1	-10%
COc1ccc(C)cc1NC(=O)Cn1cccc1-c1nc(-c2ccccc2)no1	?
COc1cccc(CC(=O)Nc2ccc3c(c2)CN(C2CCCCC2)C(=O)CO3)c1	i
COc1ccc(NC(=O)c2ncn(-c3ccccc3)n2)cc1Cl	?
O=C(CN1C(=O)CNC1=O)N[C@@H]1[C@@H](Cc2ccccc2)[C@H]2OCC[C@@H]12	11%
COC(=O)c1sccc1S(=O)(=O)N1CCN(c2ccccc2)CC1	8%
Cc1ccc(C)c(N2CCN(C(=O)c3cc(S(=O)(=O)N4CCC(C)CC4)cn3C)CC2)c1	-12%
COc1ccc2cc3cc(C(=O)Nc4cc(C)c(Cl)cc4OC)oc3nc2c1	11%
COCCC1(NC(=O)C(C)c2ccccc2)CCN(S(C)(=O)=O)CC1 (stereo not drawn)	-4%
CN1[C@@H](CCC(=O)NCc2cccs2)CNC(=O)[C@@H]2[C@H]1CCN2Cc1ccc(O)cc1	-3%[44.1 µM]
CCC1CN(C(=O)NCc2ccc(F)cc2)c2cc(C)ccc2O1 (stereo not drawn)	-14%
OC[C@@H]1O[C@H](CNC2CCOCC2)[C@H](N2CCCC2)[C@@H]1O	15%[44.1 µM]
COc1cccc(CNC(=O)C(Cc2ccccc2)NS(=O)(=O)c2ccc3c(c2)CCN3C(C)=O)c1 (stereo not drawn)	i
Cc1ccc(-c2cc3c(=O)n(CCNC(=O)c4ccc(N(C)C)cc4)ccn3n2)c(C)c1	10µM*
Cc1ccccc1CC(=O)N1C[C@@H](CO)[C@H](c2ccncc2)C1	25%
COCC1CN(Cc2cccnc2)CC12CCNCC2 (stereo not drawn)	7%
CCOC(=O)c1cccc(NC(=O)N2CC[C@@H](CC(=O)NCCOC)[C@@H](CC)C2)c1	?
Cc1ccc(C(=O)N[C@@H]2C=C(C(=O)N[C@H](CC(C)C)C(N)=O)C[C@@H](O)[C@@H]2O)cc1	3%[44.1 µM]
CN1C(=O)c2ccccc2Sc2ccc(NC(=O)N3CCN(c4cccc(Cl)c4)CC3)cc21	13µM*
O=C(Cn1ncc2c3ccccc3n(Cc3ccccc3F)c2c1=O)NCCc1ccc(Cl)cc1	23%
CCC(C)NC(=O)Cn1c(=O)n(-c2cc(OC)cc(OC)c2)c(=O)c2ccccc21 (stereo not drawn)	i
O=[S+]([O-])(c1cccs1)N1CCCC2(CC(c3ccccc3)=NO2)C1 (stereo not drawn)	-19%
O=C(c1ccco1)N1CCC(n2cc(-c3nc(-c4ccccc4)no3)nn2)C1 (stereo not drawn)	?
CC(=O)c1cccc(NC(=O)Nc2c(C)n(C)n(-c3ccccc3)c2=O)c1	-16%
Cc1n[nH]c(C)c1C(N)C(=O)NCc1scnc1-c1ccccc1 (stereo not drawn)	-1%
COc1ccc(S(=O)(=O)N2C[C@@H]3C[C@H](C2)c2ccc(-c4ccccc4C)c(=O)n2C3)cc1	-1%
CC1CCc2c(sc(NC(=O)c3ccc(Cl)cc3Cl)c2C#N)C1 (stereo not drawn)	78%[activator]
Cc1ccccc1CN1CC[C@@H]2OCC(=O)N(Cc3cccc(C(N)=O)c3)[C@H]2CC1	-4%[44.1 µM]
Cc1cc(C)cc(CCC(=O)N2CCN(c3ccc(C#N)cn3)CC2)c1	?
Cc1cc(C)cc(NC(=O)c2ncn(-c3ccccc3)n2)c1	?
Cc1cccc(NC(=O)c2cc(S(=O)(=O)N3CCc4ccccc43)ccc2F)c1C	0%
CCOC(=O)c1ccc(NC(=O)c2c(NCc3cccs3)sc3c2CCCCC3)cc1	10µM*
Cc1ccccc1C(=O)N(C)Cc1ccc(F)cc1	i
(further entries)
SMILES	Pf Dd2 growth
CCNc1nc(Oc2ccc(=O)n(-c3ccccc3)n2)nc(N(C)C)n1	10%
Cc1cnc(C(=O)NC2C[C@H]3CC[C@@H](C2)N3C(=O)c2ccccc2C)cn1 (stereo partly drawn)	-2%
O=C(N1CCCC(n2cc(-c3nc(C4CC4)no3)nn2)C1)C1(c2ccccc2)CC1 (stereo not drawn)	i
COc1cccc(CCC(=O)N2CC(c3nnc(-c4ccncc4)o3)C3(CCOCC3)C2)c1 (stereo not drawn)	-7%
CC(=O)NC[C@H]1COCc2nc3cc(F)ccc3n21	18%[44.1 µM]
NC(=O)C1CCN(S(=O)(=O)c2ccc(N3CCCCS3(=O)=O)cc2)CC1	i
CNC(=O)CCn1ncc2cc(OCc3ccccc3-c3cc(Cl)ccc3OC)ccc21	?
CC(=O)N1CCCN(Cc2nc(-c3cccc(C(F)(F)F)c3)oc2C)CC1	-18%
Cc1noc(C)c1CN1CCCN(S(=O)(=O)c2ccccc2)CCC(=O)NCC1	-2%
COc1ccc(CNC(=O)CCNS(=O)(=O)c2ccc3c(c2)CCCC(=O)N3)cc1	i
CCOC(=O)C1CCCN(S(=O)(=O)c2ccc3[nH]c(=O)ccc3c2)C1 (stereo not drawn)	6%
CSc1cccc(NC(=O)N[C@H]2C[C@@H](C(=O)N[C@H](Cc3c[nH]c4ccccc34)C(N)=O)N(C(=O)c3cccn3C)C2)c1	?
CCCCCC(=O)N1CC[C@@H](CC(=O)N(C)CC#N)[C@@H](CC)C1	-6%[44.1 µM]
O=C(NCC1CCCCC1)c1ccc(N2CC3CC(C2)[C@H]2CCCC(=O)N2C3)nc1 (stereo partly drawn)	-22%
COc1ccc(-c2c(C)nn3c(C(F)(F)F)cc(-c4ccc(Br)cc4)nc23)cc1	49%[activator]
CCc1[nH]ncc1C(=O)N[C@H]1CC[C@H](Nc2nccc(-c3ccccn3)n2)C1	?
c1cc(CN2CCCCCC2)cc(-c2nc(C3CCOC3)no2)c1 (stereo not drawn)	8.9µM*
CCOC(=O)c1c(NC(=O)COc2ccccc2Br)sc2c1CCCCC2	?
COCCCNC(=O)CN1CCCc2nc(C3CC3)ncc2C1=O	13%
CCOC(=O)CCNC(=O)N1CCC(OC2CCN(Cc3ccccc3)CC2)CC1	37%[activator]
CC(=O)c1cccc(NC(=O)Cn2c(=O)oc3cc(S(=O)(=O)NCc4ccccc4)ccc32)c1	i
CCc1ccc(C(=O)NC(Cc2c[nH]c3ccccc23)C(=O)OCC(=O)c2ccc(Br)cc2)cc1 (stereo not drawn)	69%[activator]
COc1ccc(C2(C(=O)N3CCCC(C(=O)NCc4ccccc4)CCNC(=O)CC3)CC2)cc1 (stereo not drawn)	?
O=C(CN1CC2CC(C1)[C@H]1CCCC(=O)N1C2)NCC1CC1 (stereo partly drawn)	-4%

16 of the compounds above, bar-delimited:
SMILES | Pf Dd2 growth
CCCn1c(C)c(CC(=O)NCc2cccnc2)c2c1CC(C)(C)CC2=O | i
O=C(NC1CC1)c1ccc(Cn2c(SCc3cccc(F)c3)nc3cccnc32)cc1 | ?
O=C(O)CCn1ncc2cc(OCC3CCN(C(=O)Cc4ccccc4)CC3)ccc21 | i
Cn1nc(-c2ccccc2F)c2cc(C(=O)NCc3cccc(Cl)c3)sc21 | -8%
CCOc1ccc(C(=O)N2C[C@@H](CO)[C@H](c3ccncc3)C2)cc1 | 20%
Cc1cccc(N2CCN(S(=O)(=O)c3cn(C)c(C)n3)CC2)c1C | 33%[activator]
CCOc1ccc(CCNC(=O)c2ccc3nc(N4CCC(C)CC4)sc3c2)cc1OCC | -21%
CN1CCN(C(=O)CC2CCCN(c3cnn(C)c(=O)c3)C2)CC1 (stereo not drawn) | 48%[activator]
O=C(c1cnccn1)N1CCC2(CC1)CC(N(Cc1ccccc1)C1CC1)CCO2 (stereo not drawn) | ?
COc1ccccc1C(=O)Nc1ccc(NC(=O)c2cccs2)cc1 | 7%
COc1ccc2c(c1)CN(C(=O)c1ccc(C(F)(F)F)cc1)CC[C@H]1COC(=O)N21 | -24%[44.1 µM]
CC(=O)Nc1ccc(NC(=O)CC(C)n2ccc(C)n2)cc1 (stereo not drawn) | -10%
COc1ccc(OCc2nc(C)c(CCO)c(=O)n2CC(=O)Nc2cccc(C)c2C)cc1 | 2%
O=C(CSc1nc2c([nH]c3ccccc32)c(=O)n1-c1ccccc1)Nc1ccc2c(c1)OCCO2 | ?
CCOc1ccc(C2=NC(c3ccc(OC)cc3)=Nc3ccc(Cl)cc3N2)cc1 | ?
Cc1cc(S(=O)(=O)NCC(c2ccc(N(C)C)cc2)N2CCOCC2)ccc1F (stereo not drawn) | -27%

(more compounds)
SMILES	Pf Dd2 growth
Cc1ccccc1C(=O)Nc1ccc(C(=O)OCc2cc(=O)n3nc(C4CC4)sc3n2)cc1	i
O=C(CC1CCCN(c2cnn(CC3CC3)c(=O)c2)C1)NC1CCCC1 (stereo not drawn)	i
Cc1nn(C(=O)c2ccccc2)c(C)c1Sc1ccc(Cl)cc1	11µM*
Cc1ccccc1C(=O)N(C)C1CCCc2ccccc21 (stereo not drawn)	?
CC1CCN(S(=O)(=O)c2ccc3c(c2)N(CC(=O)NC(C)c2ccccc2)C(=O)CS3)CC1 (stereo not drawn)	29%
FC(F)(F)c1cccc(C2=NOC3(CCN(Cc4ccccc4)C3)C2)c1 (stereo not drawn)	?
O=C(c1nc2ccccc2[nH]1)N1CCNc2cnc(Nc3ccc(-n4ccnc4)cc3)nc2C1	-37%
O=C(CCC[C@@H]1[C@H]2CCCN3CCC[C@@H](CN1C(=O)c1ccsc1)[C@@H]23)NCC1CC1	?
CCc1nn(CC(=O)NCCc2ccc(OC)cc2OC)c(=O)c2cc3sccc3n12	?
Cc1ccc(Cl)cc1N1CCN(C(=O)CN2C(=O)CSc3c2c(C)nn3-c2ccccc2)CC1	5%
COc1cccc(NC(=O)NC[C@H]2O[C@@H](CO)[C@@H](O)[C@H]2N2CCC(C)CC2)c1	-13%[44.1 µM]
CCc1ccc(NS(=O)(=O)c2cc(Br)cc3c2N(C(C)=O)CC3)cc1	40%
O=C(COc1ccccc1)N(Cc1cccnc1)c1nc2c(F)cccc2s1	?
CC(C)CCN1CCNC(=O)C1CC(=O)N(C)Cc1nncn1C(C)C (stereo not drawn)	-8%
COc1ccc(C(=O)N2CCC3(CC2)C(OC)C(=O)N3CC2CC2)cc1F (stereo not drawn)	-6%
CCn1cnnc1CC1CCCN(S(=O)(=O)c2ccccc2C)C1 (stereo not drawn)	i
CNC(=O)N1CCC(C2CCN(C(=O)C3CCCC3)C2)CC1 (stereo not drawn)	-11%
COc1ncccc1-c1cc(C(=O)NCc2c(C)cc(C)[nH]c2=O)c2c(c1)N(C(C)C)CCO2	-2%

Only part of the results is shown (hit frequency here may not be typical).
